Screening results as filed in PubChem.
HKDC1 inh: blocks human hexokinase HKDC1 activity; recombinant HKDC1, G6PDH/diaphorase resazurin coupled fluorescence; inhibition, % at 20 µM; 340,000 tested, 0.16% active; Q2TB90;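 active = inhibition above about 35% when tested at 20 µM, limit read from the data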;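 also: plate controls were DMSO wells with enzyme for no effect and DMSO wells lacking enzyme for full effect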
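Assay system – recombinant HKDC1 (HK5) hexokinase enzyme, produced in-house · Input – HKDC1 at 5 µg/mL · Reagent – glucose plus 1 mM ATP as hexokinase substrates · Timing – 90 min reaction incubation at room temperature, dark · Measured by – G6PDH/diaphorase-coupled fluorescence, 1 mM NADP, 100 µM resazurin, 525/613 nm · Benchmarks – DMSO-enzyme wells negative, buffer-substituted wells positive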
ATG4B inhibitor: inhibitors of human ATG4B cysteine protease | Q9Y4P1 | ATG4B cleavage of LC3-PLA2, NBD-HPC fluorescence, 1 h | inhibition, % at 8.33 µM | 340,000 tested, 0.51% active | AID 504462; in the data active = inhibition above about 40%
Target sequence (Q9Y4P1 whole entry, looked up): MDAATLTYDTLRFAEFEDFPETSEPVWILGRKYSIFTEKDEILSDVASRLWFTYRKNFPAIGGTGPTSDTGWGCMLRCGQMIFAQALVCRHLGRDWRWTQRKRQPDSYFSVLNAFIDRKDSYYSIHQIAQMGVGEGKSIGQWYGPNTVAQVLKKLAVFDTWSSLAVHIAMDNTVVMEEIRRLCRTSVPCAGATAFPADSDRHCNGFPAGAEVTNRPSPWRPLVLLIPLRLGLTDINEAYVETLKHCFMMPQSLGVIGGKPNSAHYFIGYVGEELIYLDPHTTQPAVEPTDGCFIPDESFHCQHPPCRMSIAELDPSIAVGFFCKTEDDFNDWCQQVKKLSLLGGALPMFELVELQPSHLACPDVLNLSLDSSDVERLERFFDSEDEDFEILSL
mIAP block: blocks mouse intestinal alkaline phosphatase; purified mouse IAP, CDP-Star luminescence, 30 min; inhibition, % at 10 µM; 330,000 tested, 0.2% active; AID 2806;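 active = inhibition of at least 40% at 10 µM in the primary screen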;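 also: plate controls were DMSO with enzyme for no effect and no enzyme wells for full effect; values of inactives mirror those of a sister screen read the other way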
mIAP act: mouse IAP activation | 330,000 tested, 0.24% active | activation factor at 10 µM | muIAP, CDP-Star luminescence, 30 min; active compounds read high; 1 = vehicle-only enzyme signal, 0 = enzyme-free wells | AID 2805;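 active = activation factor of at least 2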; also: the source names both 10 and 20 µM as test concentration; values of inactives mirror those of a sister screen read the other way
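System: Mouse IAP enzyme | Also added: CDP-Star substrate | Dosing: Compounds dispensed in DMSO | Schedule: 30 min enzyme-substrate-compound incubation at room temperature | Technique: Chemiluminescence readout | Control set: DMSO-only wells and no-enzyme negative control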
hIAP inh: blocks human intestinal alkaline phosphatase; purified IAP, CDP-Star luminescence, 30 min; inhibition, % at 10 µM; 330,000 tested, 0.12% active; AID 2544;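 active = inhibition reaching a set limit with compound at 10 µM in the primary screen, cut at about 35% in these data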;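 also: plate controls were DMSO wells with enzyme for no effect and no-enzyme buffer wells for full effect; values of inactives mirror those of a sister screen read the other way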
Target sequence (P09923 whole entry, looked up): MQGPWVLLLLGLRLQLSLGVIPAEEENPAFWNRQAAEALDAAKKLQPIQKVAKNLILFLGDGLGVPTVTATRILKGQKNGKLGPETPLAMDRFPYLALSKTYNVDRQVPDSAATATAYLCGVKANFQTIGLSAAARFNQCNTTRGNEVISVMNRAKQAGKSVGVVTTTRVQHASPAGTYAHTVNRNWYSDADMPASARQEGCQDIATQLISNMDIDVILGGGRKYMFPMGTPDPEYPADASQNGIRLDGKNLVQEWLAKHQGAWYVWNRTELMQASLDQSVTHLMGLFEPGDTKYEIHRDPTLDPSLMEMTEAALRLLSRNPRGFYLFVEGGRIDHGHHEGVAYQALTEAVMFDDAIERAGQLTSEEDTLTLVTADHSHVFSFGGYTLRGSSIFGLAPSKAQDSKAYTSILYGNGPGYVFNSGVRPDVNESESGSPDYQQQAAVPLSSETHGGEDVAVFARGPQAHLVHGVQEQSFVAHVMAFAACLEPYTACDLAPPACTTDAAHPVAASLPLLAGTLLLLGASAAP
hIAP act: increases human intestinal alkaline phosphatase activity. P09923. purified human IAP, CDP-Star luminescence, 30 min; active compounds read high; 1 = vehicle-only enzyme, 0 = enzyme-free background. activation factor at 10 µM. 330,000 tested, 0.16% active;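 active = activation factor of the enzyme at least 2-fold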; also: the source names both 10 and 20 µM as test concentration; values of inactives mirror those of a sister screen read the other way
PfGluPho inh: PfG6PD (Plasmodium falciparum) enzyme inhibition; PfGluPho enzyme, NADPH resazurin-diaphorase fluorescence; inhibition, % at 20 µM; 350,000 tested, 0.78% active;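 active = inhibition reaching at least a set limit at 20 µM in the primary screen, cut at about 59% in these data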;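 also: 0% = DMSO wells with substrate and 100% = DMSO wells lacking glucose-6-phosphate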
A3A deaminase: human APOBEC3A DNA deaminase inhibition. P31941. recombinant A3A, FAM/TAMRA ssDNA deamination fluorescence. inhibition, % at 20 µM. 330,000 tested, 0.41% active. AID 493011;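 active = at least 40% inhibition at 20 µM here, with at most 30% in a related deaminase screen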;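 also: plate controls were A3A with DMSO for no effect and wells lacking A3A enzyme for full effect; some results filed as inactive read as strong as hits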
An asterisk follows results filed as active.

Below each SMILES: HKDC1 inh	ATG4B inhibitor	mIAP block	mIAP act	hIAP inh	hIAP act	PfGluPho inh	A3A deaminase
CCOc1ccc(NS(=O)(=O)c2c(C(=O)N3CCCCCC3)c(C)n(C)c2C)cc1
    -2	2	12	0.88	-2	1	-2	-2
CCc1c(-c2ccccc2)nc(N)c(C#N)c1-c1cccs1
    4	6	8	0.92	-3	1	-20	-2
C1CCCC(N2CCNCC2)CC1
    -8	5	6	0.94	-19	1.2	2	0
O=C(C1CCC(CNc2c(N3CCCC3)c(=O)c2=O)CC1)N1CCc2ccccc21 (stereo not given)
    -5	-6	8	0.92	-6	1.1	2	5
CC(=O)Nc1c(C(=O)O)oc2ccc(Cl)cc12
    -3	-2	-6	1.1	2	0.97	-4	-3
C=CCOc1ccccc1CN1CCC(C(=O)Nc2cccc(-c3ccn[nH]3)c2)CC1
    1	0	-62	1.6	-48	1.5	4	0
O=C(CSc1nnnn1C1CCCC1)NCCc1ccccc1
    5	-1	-4	1	-15	1.1	-12	-6
Cc1cc(C(=O)Nc2ccccc2N2CCOCC2)c2ccccc2n1
    -10	-6	8	0.92	8	0.92	-26	-3
Cc1ccc(CNC(=O)COC(=O)c2ccc(S(=O)(=O)N3CCCCCC3)cc2)cc1
    -1	-7	3	0.97	-8	1.1	-17	-4
CCSc1nc2[nH]ncc2c(=O)[nH]1
    -5	-9	-3	1	-5	1	0	-1
Cc1ccc(S(=O)(=O)CCC(=O)Nc2cccc(S(=O)(=O)N3CCCCCC3)c2)cc1
    -6	-15	-37	1.4	-8	1.1	4	-4
O=C(O)c1ccccc1SCC(=O)N1CCc2ccccc21
    -7	2	5	0.95	-4	1	-5	2
Cc1ccc(S(=O)(=O)Nc2cccc(CP(=O)(c3ccccc3)c3ccccc3)c2)cc1
    1	-13	-8	1.1	0	1	2	-2
CC1(C)S[C@@H]2[C@H](NC(=O)COc3ccccc3)C(=O)N2C1C(=O)OCc1ccccc1 (stereo not given in full)
    0	-2	37	0.63	12	0.88	11	-2
NS(=O)(=O)c1ccc(NC(=O)NC2CCCCC2)cc1
    -4	-5	-15	1.2	10	0.9	8	-3
COc1ccc(N2CCN(C(=O)CCS(=O)(=O)c3ccc4c(c3)CCN4C(=O)C3CC3)CC2)cc1
    -2	-2	0	1	-40	1.4	7	2
CC1(C)C(=O)C2(CCCC2)C(=O)OC1c1ccco1 (stereo not given)
    -5	4	-3	1	-22	1.2	23	-3
O=C(O)c1cccc(NC(=O)c2cn(-c3ccccc3)nc2-c2cccc(Br)c2)c1
    0	22	6	0.94	2	0.98	-11	7
Cc1cc(C(C)(C)C)ccc1OCCN(C)C
    -3	-2	-1	1	-1	1	-13	-2
CCN(CC)S(=O)(=O)c1ccc(N2CCN(C)CC2)c(NC(=O)Nc2ccccc2F)c1
    -1	-4	-44	1.4	-11	1.1	-9	0
Clc1ccccc1-c1cc(COc2ccc3ccccc3c2)no1
    -3	-2	8	0.92	1	0.99	-5	-4
CNc1ccncc1S(=O)(=O)NC
    1	-4	2	0.97	1	0.99	-1	-1
O=C(CSc1nnc(CNC(=O)c2ccccc2)o1)c1ccc(Cl)cc1
    2	-10	2	0.98	-9	1.1	-1	-2
O=C(N/N=C/c1ccncc1)c1cc(Br)ccc1OCc1ccccc1
    -7	-14	5	0.95	16	0.83	1	-4
O=C(COc1ccc(S(=O)(=O)N2CCOCC2)cc1Cl)NCC1CCCO1 (stereo not given)
    -7	8	-1	1	-2	1	-12	-1
CCOC(=O)c1c(-c2ccccc2)oc2ccc(OCC(=O)NNC(=O)CCCC(=O)O)cc12
    -1	-2	3	0.97	-30	1.3	-8	-1
COc1cccc(NC(=O)Nc2cc(C(=O)NC(C)C)ccc2N2CC3CC(C2)c2cccc(=O)n2C3)c1 (stereo not given)
    -4	-7	3	0.97	0	1	19	-7
COc1ccc(CCN(C)C2CCCN(S(=O)(=O)c3ccc(C)cc3)C2)cc1OC (stereo not given)
    3	-11	2	0.98	7	0.93	2	-8
Cc1ccccc1NC(=O)NC1CCCc2ccccc21 (stereo not given)
    -3	-3	-17	1.2	-8	1.1	15	-1
CN(C)/C=C1\SC(=S)N(c2ccc(Br)cc2)C1=O
    0	12	10	0.9	-12	1.1	-11	0
O=C(NCCc1ccc(Cl)cc1)c1n[nH]c2ccccc12
    4	1	-18	1.2	-70	1.7	-17	-5
O=C(NC1CC1)C1CC(=O)N(c2ccc(F)cc2)C1 (stereo not given)
    -5	-3	5	0.95	0	1	8	1
C#CCOCCOCCOCCNc1nc(N2CCN(C(=O)[C@H](C)n3cc(CCCN=C(N)N)nn3)CC2)nc(N2CCN(C(=O)[C@H](C)n3cc(CCCN=C(N)N)nn3)CC2)n1
    -1	8	-8	1.1	19	0.81	16	3
CCn1cc(CN2CCN(Cc3ccccc3)C(CCO)C2)c2ccccc21 (stereo not given)
    0	-9	0	1	-11	1.1	-8	-4
Cc1cc(C)cc(N(CC(=O)NC2CCCCC2)C(=O)CNC(=O)c2ccco2)c1
    -3	-7	-1	1	11	0.89	-17	4
COc1cc(C(=O)Nc2nnc(CC(C)(C)C)s2)c([N+](=O)[O-])cc1OC
    -7	-9	6	0.94	0	1	-9	-2
C=CCOC(=O)C1=C(C)Nc2nnnn2C1c1cccs1 (stereo not given)
    -8	-12	-8	1.1	-14	1.1	45	2
O=C(NN1C(=O)/C(=C/c2ccc(O)cc2)SC1=S)c1ccccc1O
    6	10	40*	0.6	36*	0.64	-19	-3
COc1ccc(-c2noc(-c3ccc(Cl)cc3[N+](=O)[O-])n2)cc1OC
    -1	6	11	0.89	-4	1	-16	-1
Cc1c(C(=O)N2CCCC2)sc(NC(=O)c2ccc(Cl)cc2)c1C#N
    -5	-9	-1	1	-4	1	-44	0

Additional entries follow.
structure,HKDC1 inh,ATG4B inhibitor,mIAP block,mIAP act,hIAP inh,hIAP act,PfGluPho inh,A3A deaminase
COC(=O)C1CCC(C)(C(=O)Nc2ccccc2)C1(C)C (stereo not given),3,-10,-9,1.1,-3,1,-7,0
COC(=O)C1=C(C)N(CCCC(=O)O)C(=O)NC1c1ccc(Cl)cc1 (stereo not given),4,-2,0,1,4,0.96,-10,-4
CCCC(c1nnnn1Cc1ccco1)N1CCN(c2ccccc2)CC1 (stereo not given),7,3,13,0.87,8,0.92,-15,-1
COc1cc(/C=C2\CCCc3c2nc2ccccc2c3C(=O)O)cc(Cl)c1O,13,10,3,0.97,-9,1.1,-6,-2
CN(C)CCNC(=O)Nc1ccc(F)cc1F,4,2,2,0.98,-4,1,-6,-3
CC1CCN(C(=O)c2[nH]cnc2C(=O)Nc2ccon2)CC1,0,-3,14,0.86,-65,1.6,10,-3
CC1S/C(=C(\C#N)C(=O)NCc2ccco2)N(Cc2ccco2)C1=O (stereo not given),-5,2,15,0.85,-5,1,11,0
Cc1c(NC2(C#N)CCCCC2)c(=O)n(-c2ccccc2)n1C,-3,1,14,0.86,14,0.86,-27,-2
COc1cccc2cc(C(=O)NCc3ccccn3)c(=O)oc12,-9,-11,-4,1,2,0.98,-33,0
Cc1cc(C)n(-c2nnc(C)n2/N=C/c2ccc(O)cc2)n1,-9,-8,-9,1.1,-1,1,-7,1

The list goes on, overlapping the part above by 6 compounds.
structure,HKDC1 inh,ATG4B inhibitor,mIAP block,mIAP act,hIAP inh,hIAP act,PfGluPho inh,A3A deaminase
CN(C)CCNC(=O)Nc1ccc(F)cc1F,4,2,2,0.98,-4,1,-6,-3
CC1CCN(C(=O)c2[nH]cnc2C(=O)Nc2ccon2)CC1,0,-3,14,0.86,-65,1.6,10,-3
CC1S/C(=C(\C#N)C(=O)NCc2ccco2)N(Cc2ccco2)C1=O (stereo not given),-5,2,15,0.85,-5,1,11,0
Cc1c(NC2(C#N)CCCCC2)c(=O)n(-c2ccccc2)n1C,-3,1,14,0.86,14,0.86,-27,-2
COc1cccc2cc(C(=O)NCc3ccccn3)c(=O)oc12,-9,-11,-4,1,2,0.98,-33,0
Cc1cc(C)n(-c2nnc(C)n2/N=C/c2ccc(O)cc2)n1,-9,-8,-9,1.1,-1,1,-7,1
Cc1cn2c(nc1=O)OC1CC2OC1CO (stereo not given),-4,-3,-9,1.1,-6,1.1,5,-7
Cn1c(=O)c(C#N)c(-c2ccc(F)cc2)c2cc(C(=O)c3cc(Cl)cc(Cl)c3O)cnc21,10,3,7,0.93,20,0.8,9,6
O=C(NCCCN1CCCCC1)C1CCN(S(=O)(=O)N2CCC3(CC2)OCCO3)CC1,-8,8,3,0.97,5,0.95,-2,4
O=C(CCNC(=O)c1ccccc1Cl)Nc1nccs1,-9,-10,1,0.99,12,0.88,10,-2
O=C(C1=NN[C@@H]2C(=O)N(c3cccc(C(F)(F)F)c3)C(=O)[C@H]12)c1ccc2ccccc2n1,5,-26,-2,1,2,0.98,-22,4
Cc1nc(C)c(-c2nnc(-c3ccccc3Cl)o2)cc1C(=O)NN,-4,1,4,0.96,-2,1,0,-1
C=CCNc1nc(N2CCCCC2)c(C#N)c2c1CN(Cc1ccccc1)CC2,2,12,-17,1.2,3,0.97,23,-1
Cc1c(Cl)cccc1NC(=O)Nc1cc(C(C)(C)C)nn1C,-2,4,-40,1.4,-15,1.2,11,0
COc1ccc(N2CCN(C(=O)COC(=O)CNC(=O)c3ccc(C)cc3)CC2)cc1,-3,8,5,0.95,2,0.97,6,-2
Cc1cccc(C(=O)NC2CC3CCCC(C2)N3C(=O)NC2CCCCC2)c1 (stereo not given),-7,8,7,0.93,0,1,0,-2
CCc1nnc(NC(=O)c2ccncc2)s1,1,-11,32,0.68,12,0.88,-9,-2
O=S(=O)(Nc1ccc(S(=O)(=O)Nc2cccc3ccccc23)cc1)c1ccccc1,3,-5,11,0.89,17,0.83,-19,0
CCCC1C(=O)N(c2ccccc2)C1c1ccccc1 (stereo not given),0,15,-1,1,-10,1.1,0,-1
COc1ccc(/C=N/N2C(=O)c3ccccc3C2=O)cc1,1,2,-10,1.1,2,0.98,-19,-1
Cc1ccc(NC(=O)c2ccc3nc[nH]c3c2)c(O)c1,-4,8,9,0.91,-10,1.1,17,1

Compounds as they come. About 2.4% of those tested had a hit in this group.
